5-HT1A blocker – human 5-HT1a receptor antagonists, primary screen, cell-based, CHO, Ga15 NFAT-bla reporter; 5-hydroxytryptamine receptor 1A (Homo sapiens), P08908; CHO 5-HT1a Ga15 NFAT-bla reporter, antagonist mode; inhibition, % at 10 µM; 0.68% of 62,000 active;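 active = inhibition above the mean of all tested compounds plus 3 SD, cut at about 43% in these data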;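 also: receptor stimulated by 5-CT agonist at 100 nM near EC80; beta-lactamase reporter measured by ratiometric fluorescence of a cleavable substrate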
Target sequence (P08908 whole entry, looked up): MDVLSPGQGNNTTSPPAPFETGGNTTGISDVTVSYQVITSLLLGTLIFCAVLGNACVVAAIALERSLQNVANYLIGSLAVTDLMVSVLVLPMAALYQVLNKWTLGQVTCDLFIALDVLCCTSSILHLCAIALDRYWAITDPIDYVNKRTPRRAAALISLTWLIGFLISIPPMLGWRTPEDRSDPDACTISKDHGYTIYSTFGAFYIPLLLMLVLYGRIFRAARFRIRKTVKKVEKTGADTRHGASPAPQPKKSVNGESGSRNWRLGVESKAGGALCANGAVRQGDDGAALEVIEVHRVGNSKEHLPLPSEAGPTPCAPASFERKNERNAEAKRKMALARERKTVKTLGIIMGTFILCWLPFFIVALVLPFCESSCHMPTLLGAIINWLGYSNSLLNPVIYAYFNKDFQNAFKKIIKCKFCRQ
5HT1E antag – 5-HT1E receptor antagonists, primary screen, cell-based, HTS; 5-hydroxytryptamine receptor 1E (Homo sapiens), P28566; CHO 5-HT1E Ga15 NFAT-bla reporter, FRET, antagonist; inhibition, % at 6 µM; 0.99% of 65,000 active; AID 571, 2007;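 active = inhibition above a set limit, the mean inhibition across every tested compound plus 3 SD, cut at about 29% in these data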;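 also: signal is the 460 over 535 nm emission ratio of beta-lactamase substrate; 0% = agonist plus DMSO wells and 100% = wells without agonist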
Target sequence (P28566 whole entry, looked up): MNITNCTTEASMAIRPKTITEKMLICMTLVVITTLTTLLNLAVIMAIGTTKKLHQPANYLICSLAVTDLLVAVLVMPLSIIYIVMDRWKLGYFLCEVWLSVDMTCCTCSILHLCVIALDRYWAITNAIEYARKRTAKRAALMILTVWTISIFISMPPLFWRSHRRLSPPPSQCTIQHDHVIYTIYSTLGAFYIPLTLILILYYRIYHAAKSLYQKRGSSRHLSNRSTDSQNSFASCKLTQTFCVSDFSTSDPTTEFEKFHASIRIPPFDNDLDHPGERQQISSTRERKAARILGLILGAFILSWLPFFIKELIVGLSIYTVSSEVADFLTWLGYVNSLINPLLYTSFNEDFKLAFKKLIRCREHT
SF-1 act – activators of human SF-1, primary screen, cell-based, CHO-K1, Gal4-SF-1 LBD, luciferase luminescence; activation, % at 10 µM; AID 522, 2006; 1.9% of 65,000 active; CHO-K1 Gal4-SF-1 LBD luciferase reporter; % increase over DMSO SF-1-specific signal; Steroidogenic factor 1 (Homo sapiens), Q13285;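 active = activation above the mean activation of all tested compounds plus 3 SD, cut at about 50% in these data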
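Test system: CHO-K1 cells with Gal4–hSF-1 LBD chimera plus Gal4-driven luciferase; Input: 4,000 cells/well; Compound: 10 µM only; Times: 20 h compound treatment, 37 °C; Measured by: steady-glow luciferase luminescence, read after 15 min reagent incubation; Measure: percent activation versus DMSO; Control set: DMSO and mock-transfected background; Replicates: one test per compound.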
RORA act – activators of orphan receptor RORA, primary screen, cell-based, luminescence; CHO-K1 Gal4-RORA LBD luciferase reporter; percent increase over mock-subtracted basal signal; Nuclear receptor ROR-alpha (Homo sapiens), P35398; 1.5% of 65,000 active; activation, % at 10 µM;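 active = activation above the mean of all tested compounds plus 3 SD, cut at about 49% in these data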;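 also: 0% = DMSO-treated RORA cells and 100% = added signal equal to DMSO minus mock-transfected cells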
HTR1A agonist – human 5-HT1a receptor agonists, primary screen, cell-based, CHO, Ga15 NFAT-bla reporter; 5-hydroxytryptamine receptor 1A (Homo sapiens), P08908; CHO 5-HT1a Ga15 NFAT-bla reporter, FRET ratio; 0% basal, 100% maximal reference agonist; activation, % at 10 µM; 0.56% of 65,000 active; AID 567, 2006;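 active = activation above the screen-wide mean activation plus 3 SD, cut at about 19% in these data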;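 also: 0% = DMSO wells and 100% = 5-CT at EC100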
5HT1E ag – 5-HT1E receptor agonists, primary screen, cell-based, HTS; AID 574, 2007; 5-hydroxytryptamine receptor 1E (Homo sapiens), P28566; 0.69% of 65,000 active; CHO 5-HT1E Ga15 NFAT-bla reporter, FRET; 0% DMSO wells, 100% control agonist wells; activation, % at 6 µM;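 active = activation above a set limit, the screen-wide mean activation plus 3 SD, cut at about 8.5% in these data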;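 also: 100% = positive control agonist at 1 µM giving full maximal response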
Ecoli tolC – growth inhibitors of E. coli tolC mutant, primary screen, strain BW25113 ΔtolC::kan, 384-well | OD615 | growth inhibition, % at 10 µM (by protocol) | 2.2% of 65,000 active;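 active = growth inhibition at or above a cutoff equal to the mean over every tested compound plus 3 SD, cut at about 60% in these data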;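 also: growth measured after 20 h incubation at 37 °C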
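Test system: tolC-deleted E. coli BW25113; medium: LB with kanamycin 50 µg/mL; compound: single-point testing at 10 µM; incubation: 20 h compound exposure of bacteria at 37 °C; signal: OD at 615 nm; evaluation: growth inhibition in percent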
NADH enzymes – inhibitors of PK/LDH coupling enzymes, profiling panel, artefact control, biochemical, MLSMR library; IC50, µM (titrated, usually from 10 µM), for the others: top-dose inhibition; 0.02% of 65,000 active; coupled PK/LDH NADH assays, four targets;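 active = single-dose screening hits from any of four coupled enzyme assays that gave an IC50 when retested across doses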;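 also: the DPM-DC format reads NADH fluorescence rather than 340 nm absorbance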
MMP-13 inhibitor – human MMP13 inhibitors, primary screen, biochemical, FRET peptide cleavage | MMP-13 fTHP FRET cleavage, Mca fluorescence | inhibition, % at 4 µM | 0.07% of 65,000 active | Collagenase 3 (Homo sapiens), P45452;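 active = inhibition above the mean of compound-free control plate wells plus 3 SD, cut at about 14% in these data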;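 also: 0% = DMSO wells and 100% = wells with reference MMP-13 inhibitor after basal subtraction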
* marks the source's active call; other numbers are inactive results; i = inactive; nt = not tested or not shown; [ ] = another dose, or the depositor's remark.

mol | 5-HT1A blocker | 5HT1E antag | SF-1 act | RORA act | HTR1A agonist | 5HT1E ag | Ecoli tolC | NADH enzymes | MMP-13 inhibitor
O=C(Cn1cccc1C(=O)c1ccccc1)NCCN1CCOCC1 | 11 | 9 | 18 | -18 | -5.0 | -0.3 | -8 | 3% | 4
COC(=O)c1ccc(CSc2nc3c(cnn3-c3ccc(C)c(C)c3)c(=O)[nH]2)o1 | 4 | 5 | 10 | -9 | -0.1 | 0.0 | -2 | 2% | -2
COC(=O)c1cccc(S(=O)(=O)N2CCC(NC(=O)NC34CC5CC(CC(C5)C3)C4)CC2)c1 | -10 | -4 | 3 | 0 | 0.1 | -0.2 | 12 | 5% | 4
COC(=O)c1[nH]c2cccc(Cl)c2c1NC(=O)CN1CCCCC1C (centres undefined) | 25 | 10 | -10 | -22 | 0.0 | -0.4 | 17 | 5% | -8
CCOC(=O)C1CCN(c2c(NCCN3CCN(c4ccccc4)CC3)c(=O)c2=O)CC1 | -2 | -8 | 7 | -6 | 0.3 | -0.2 | 10 | 6% | 0
Cc1ccc(-c2noc(CCC(=O)NCCN3CCN(Cc4ccccc4)CC3)n2)cc1 | 13 | 2 | -9 | -5 | -2.9 | 0.0 | -7 | 8% | -3
COC(=O)c1[nH]c2ccc(C)cc2c1NC(=O)CN1CCc2cc(OC)c(OC)cc2C1 | 11 | 7 | -3 | 34 | 2.9 | -1.6 | 10 | 14% | -59[fluorescence artefact?]
O=C(NCCN1CCOCC1)c1ccc(CS(=O)(=O)Cc2ccccc2F)o1 | 1 | -2 | 3 | -5 | 0.8 | -1.0 | -8 | 4% | 3
CCOC(=O)Cn1nnnc1CN(Cc1ccccc1)Cc1cc2cc(CC)ccc2[nH]c1=O | 4 | 9 | 20 | 58* | -0.1 | 0.5 | 26 | 6% | -25
CCSc1nnc(NC(=O)CSc2nc(CC)nc3c2c(=O)n(C)c(=O)n3C)s1 | -1 | -13 | -1 | -12 | 0.4 | -0.8 | -12 | 3% | 8
Nc1cc(OC(=O)c2cccs2)nn1S(=O)(=O)c1ccccc1 | 8 | -1 | -8 | 29 | -3.1 | -0.6 | -13 | 6% | 2
CC(C)(C)N=C1SCC(C)(/C=N/O)S1 (centres undefined) | 5 | 5 | 10 | -13 | -6.1 | -0.3 | -17 | 6% | 5
CCOc1ccccc1-c1nc2c([nH]1)c(=O)n(C)c(=O)n2C | 0 | 8 | -10 | -4 | 0.6 | -0.5 | 9 | 8% | -58
Cc1ccc2cc3c(NC(=O)c4cccnc4)nn(C)c3nc2c1 | 5 | 9 | 17 | 2 | -2.4 | 0.6 | -7 | 6% | 0
N#CC1=C(SCC(=O)c2ccc(Br)cc2)NC2=C(C(=O)CCC2)C1c1ccco1 (centres undefined) | nt | 12 | 12 | 23 | 0.3 | 1.0 | 10 | 1% | 3
CCCn1nnnc1SCC(=O)N1CCOCC1 | 0 | -6 | 7 | -7 | -1.4 | -0.1 | -24 | 4% | 0
CCOC(=O)N1CCN(S(=O)(=O)c2ccc3[nH]cc(C(=O)O)c(=O)c3c2)CC1 | 0 | 3 | 7 | 0 | 12 | 0.3 | -1 | 10% | -1
Clc1ccc2[nH]c3c(NCCCN4CCOCC4)ncnc3c2c1 | nt | 23 | 31 | -5 | 2.9 | -1.0 | -7 | 8% | -45
COc1cc2c(cc1OC)-c1cc(OCCN3CCOCC3)nc(=O)n1CC2 | -4 | 8 | 7 | -4 | 0.9 | 1.1 | -26 | 7%[fluoresces] | i[fluorescence artefact?]
CC(O)C(O)C(O)C(O)C1NCCS1 (centres undefined) | -11 | -5 | 13 | -2 | 1.0 | 0.2 | -19 | 7% | -2
Cc1ccc(N2CCN(C(=O)c3ccccc3)CC2)c(C)c1 | 14 | 17 | -9 | -18 | -3.0 | -1.0 | 19 | 4% | 4
CCC(=O)N1Cc2ccccc2-c2ccccc2C1=O | 5 | 3 | -3 | -8 | -1.8 | -0.7 | -4 | 1% | -6
CSc1nc(-c2ccco2)nn1C(=O)c1ccc(C)cc1 | 8 | -12 | 8 | -20 | -1.1 | 0.8 | -3 | 4% | 7
CN(C(=O)c1ccc2c(c1)OCO2)C1(C(=O)NC2CCCCC2)CCCCC1 | 19 | -3 | -7 | -13 | 0.7 | 0.7 | 6 | 7% | 5
COc1ccc(NC(=O)CSc2nnc(N)s2)cc1 | -8 | 2 | 6 | -5 | -3.7 | -0.7 | -2 | 1% | 7
Cn1nnnc1SCC(=O)N1c2ccccc2Sc2ccc(Cl)cc21 | -3 | -13 | -18 | -16 | 0.6 | -0.3 | 2 | 6% | 2
O=C(CSCC(=O)NCc1ccco1)NCc1ccco1 | 0 | -2 | -12 | -9 | -1.1 | 0.3 | -12 | 4% | 2
Cc1nc2ccc(C(=O)N3CCN(c4ccccn4)CC3)cc2s1 | -11 | -9 | 5 | -5 | -0.8 | 0.2 | 0 | 0% | 2
Cc1ccccc1NC(=O)N1C2CCCC1CC(NC(=O)C1CC1)C2 (centres undefined) | -2 | 10 | -3 | -1 | -0.7 | 0.1 | -3 | 4% | 2
CCOC(=O)CC(=O)Nc1c(C)cc(C)cc1C | -5 | 12 | 8 | 3 | 4.0 | -1.6 | -6 | 1% | -3

(further entries)
Below each compound: 5-HT1A blocker, 5HT1E antag, SF-1 act, RORA act, HTR1A agonist, 5HT1E ag, Ecoli tolC, NADH enzymes, MMP-13 inhibitor
O=C(Nc1ccc(-c2cn3ccsc3n2)cc1)c1ccc(F)c(S(=O)(=O)N2CCOCC2)c1
 : 8, 25, 57*, 42, -0.4, -0.1, 2, 2%, -3
Cn1c(N2CCCC2)nc2c1c(=O)n(Cc1cccc(F)c1)c(=O)n2C
 : 2, 21, -3, -5, 1.4, -0.8, 10, 3%, -1
Cc1ccc(-n2c(SCC(=O)Nc3ccc4c(c3)OCO4)nnc2-c2ccoc2C)cc1
 : 23, 9, -1, -2, 4.1, 0.1, 32, 3%, 3
Cn1c(CNC(=O)Nc2ccccc2Cl)nnc1SCc1ccccc1
 : 4, 9, 16, -32, -2.0, 0.1, 18, 8%, 3
CC1(C)NC(=O)N(CC(O)COc2cccc(F)c2)C1=O (centres undefined)
 : -2, -13, 8, 21, -1.9, 0.8, -7, 5%, 0
CCOC(=O)c1ccc(N2C(=O)c3n[nH]c(C)c3C2c2ccco2)cc1 (centres undefined)
 : 23, 5, -6, -4, -1.1, 0.3, 22, 1%, 0
OC(CN1CCOCC1)Cn1c(-c2cccc(Cl)c2)nc2ccccc21 (centres undefined)
 : -7, -8, 1, 2, -1.0, -1.2, -22, 1%, -2
Cc1cc(NS(=O)(=O)c2ccccc2)n(-c2ccccc2)n1
 : -8, -7, -1, 13, -1.5, -0.6, -8, 3%, -4
COc1ccc(-c2nnc(SCC(=O)NC3CCCCC3)o2)cc1OC
 : -3, -7, 29, 0, -1.4, 0.4, -2, 9%, -7
COCC(C)NC(=O)CCS(=O)(=O)c1nc(-c2ccc(OC)cc2)cc(C(F)(F)F)n1 (centres undefined)
 : 39, 8, -10, -17, 4.3, 0.1, 30, 7%, -7
COc1cccc(C(=O)NC2CCN(C(=O)N3CCCCC3)CC2)c1
 : -2, -18, -8, -10, -2.2, 5.4, -10, 6%, 5
CC(=O)Nc1ccc(S(=O)(=O)Nc2nccc(C3Cc4ccccc4C(=O)O3)n2)cc1 (centres undefined)
 : -11, -7, -13, -15, 0.0, -1.0, -12, 5%, 1
Cn1c(=O)cc(SCC(=O)NCC2CCCO2)c2ccc(Cl)cc21 (centres undefined)
 : -1, -7, 10, 2, -0.3, 2.4, -5, 4%, -5
O=C1C(C=NCC2CCCO2)=C(O)c2ccccc21 (centres undefined)
 : -22, 6, 22, 49*, 1.3, 1.6, -9, 3%, 3
CN(CC(=O)N1CC=C(c2ccccc2)CC1)S(=O)(=O)c1ccc2c(c1)c(=O)n(C)c(=O)n2C
 : -6, -4, 2, -12, 2.7, 0.2, 8, 5%, -5

A run of entries from further up, for reference:
Below each compound: 5-HT1A blocker, 5HT1E antag, SF-1 act, RORA act, HTR1A agonist, 5HT1E ag, Ecoli tolC, NADH enzymes, MMP-13 inhibitor
COc1cccc(C(=O)NC2CCN(C(=O)N3CCCCC3)CC2)c1
 : -2, -18, -8, -10, -2.2, 5.4, -10, 6%, 5
CC(=O)Nc1ccc(S(=O)(=O)Nc2nccc(C3Cc4ccccc4C(=O)O3)n2)cc1 (centres undefined)
 : -11, -7, -13, -15, 0.0, -1.0, -12, 5%, 1
Cn1c(=O)cc(SCC(=O)NCC2CCCO2)c2ccc(Cl)cc21 (centres undefined)
 : -1, -7, 10, 2, -0.3, 2.4, -5, 4%, -5
O=C1C(C=NCC2CCCO2)=C(O)c2ccccc21 (centres undefined)
 : -22, 6, 22, 49*, 1.3, 1.6, -9, 3%, 3

(list continues)
Below each compound: 5-HT1A blocker, 5HT1E antag, SF-1 act, RORA act, HTR1A agonist, 5HT1E ag, Ecoli tolC, NADH enzymes, MMP-13 inhibitor
O=c1[nH]cnc2c1cnn2Cc1ccccc1
 : nt, -1, 15, 5, 5.7, -0.5, 4, 2%, -4
CC(C)(C)OC(=O)N1CCC[C@H]1c1nnc(SCc2c(Cl)cccc2Cl)o1
 : 18, 3, -9, 0, -0.5, 1.3, 79*, 5%, 1
CS(=O)(=O)N(CC(=O)N1CCN(Cc2ccccc2)CC1)Cc1ccccc1
 : 29, 13, -9, -24, -2.6, -1.8, 1, 1%, 4
OCc1nc2ccccc2n1CCCOc1ccccc1
 : 12, -6, 19, 13, -1.7, 0.8, 6, 2%, 4

Screening results deposited in PubChem BioAssay by several laboratories.
